# RBBP9 inh – human RBBP9 hydrolase inhibition; inhibition, % at 7.94 µM; 220,000 tested, 0.2% active; AID 1515; O75884; recombinant RBBP9, FP-Rh probe fluorescence polarization;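 active = inhibition above the campaign mean of all tested compounds plus 3 SD, cut at about 14% in these data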;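 also: plate controls were DMSO wells with RBBP9 for no effect and wells lacking RBBP9 protein for full effect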
# Target sequence (O75884 whole entry, looked up): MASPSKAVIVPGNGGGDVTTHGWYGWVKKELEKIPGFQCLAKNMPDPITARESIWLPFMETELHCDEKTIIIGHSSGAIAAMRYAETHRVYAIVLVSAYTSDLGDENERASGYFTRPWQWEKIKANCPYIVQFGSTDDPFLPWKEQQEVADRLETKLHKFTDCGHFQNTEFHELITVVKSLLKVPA
#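 Test system – recombinant human RBBP9 · Input – RBBP9 2.5 µM in dispensing solution, pre-mixing · Medium – Tris buffer pH 8.0, NaCl, Pluronic · Schedule – preincubation 30 min plus labeling 45 min at 25 °C · Measured by – fluorescence polarization · Measure – % inhibition · Controls – DMSO and no-protein wells · Replicates – one well per compound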
# EBV gp42 block – blocks Epstein-Barr virus glycoprotein 42 binding | Q1HVG2 | Fluorescence polarization binding assay, mP read-out | inhibition, % (tested at 21.74 µM) | 220,000 tested, 0.42% active; in the data active = inhibition above about 50%
# Tb hexokinase – blocks Trypanosoma brucei hexokinase 1 activity; recombinant TbHK1, G6PDH-coupled NADH A340; 220,000 tested, 0.11% active; inhibition, % at 10 µM;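 active = inhibition of 50% or more in the single-dose primary screen; inactive = inhibition below 50%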
# m-calpain inh – inhibitors of pig calpain II | purified calpain II, fluorogenic peptide substrate, 30 min | 220,000 tested, 0.37% active | inhibition, % at 16 µM | AID 1236;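 active = inhibition above about 50%, limit read from the data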
# Runt-CBFb FRET – blocks binding of human RUNX1 Runt domain to CBFb | Q01196+Q13951 | Cerulean-Runt/Venus-CBFb FRET ratio 530/480, 1 h | inhibition, % at 20 µM | 220,000 tested, 0.46% active;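 active = inhibition over about 50% at 20 µM in the single-dose screen, limit read from the data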;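 also: 0% = DMSO wells and 100% = excess unlabeled CBFb competitor control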
#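 Measured by: fluorescence energy transfer, 422 nm excitation, 530/480 nm emission; test system: Cerulean-tagged RUNX1 Runt domain (FRET donor) fusion protein; buffer or medium: Tris pH 7.5 buffer with BSA; compound: one dose, 20 µM compound, 1% DMSO; times: two 1 h room-temperature incubations shielded from light; benchmarks: unlabeled CBFb 5 µM, positive control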
# Runt-SMMHC FRET – blocks binding of human RUNX1 Runt domain to CBFb-SMMHC; Q01196+Q13951; Cerulean-Runt/Venus-CBFb-SMMHC FRET ratio 530/480, 1 h; inhibition, % at 20 µM; 220,000 tested, 0.74% active;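 active = mean inhibition across duplicate retests at 20 µM reaching about 50%, limit read from the data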;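 also: 0% = DMSO wells and 100% = wells with excess untagged CBFb-SMMHC; inhibitors lower the FRET ratio by blocking Runt binding to CBFb-SMMHC; some results filed as inactive read as strong as hits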
# p97 inhibitor – inhibitors of human p97 ATPase. recombinant p97 ATPase, Kinase-Glo ATP luminescence, 3 h. P55072. AID 1481. inhibition, % at 8 µM. 220,000 tested, 0.42% active; in the data active = inhibition above about 15%;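 also: 0% = DMSO vehicle and 100% = wells lacking enzyme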
# Target sequence (P55072 whole entry, looked up): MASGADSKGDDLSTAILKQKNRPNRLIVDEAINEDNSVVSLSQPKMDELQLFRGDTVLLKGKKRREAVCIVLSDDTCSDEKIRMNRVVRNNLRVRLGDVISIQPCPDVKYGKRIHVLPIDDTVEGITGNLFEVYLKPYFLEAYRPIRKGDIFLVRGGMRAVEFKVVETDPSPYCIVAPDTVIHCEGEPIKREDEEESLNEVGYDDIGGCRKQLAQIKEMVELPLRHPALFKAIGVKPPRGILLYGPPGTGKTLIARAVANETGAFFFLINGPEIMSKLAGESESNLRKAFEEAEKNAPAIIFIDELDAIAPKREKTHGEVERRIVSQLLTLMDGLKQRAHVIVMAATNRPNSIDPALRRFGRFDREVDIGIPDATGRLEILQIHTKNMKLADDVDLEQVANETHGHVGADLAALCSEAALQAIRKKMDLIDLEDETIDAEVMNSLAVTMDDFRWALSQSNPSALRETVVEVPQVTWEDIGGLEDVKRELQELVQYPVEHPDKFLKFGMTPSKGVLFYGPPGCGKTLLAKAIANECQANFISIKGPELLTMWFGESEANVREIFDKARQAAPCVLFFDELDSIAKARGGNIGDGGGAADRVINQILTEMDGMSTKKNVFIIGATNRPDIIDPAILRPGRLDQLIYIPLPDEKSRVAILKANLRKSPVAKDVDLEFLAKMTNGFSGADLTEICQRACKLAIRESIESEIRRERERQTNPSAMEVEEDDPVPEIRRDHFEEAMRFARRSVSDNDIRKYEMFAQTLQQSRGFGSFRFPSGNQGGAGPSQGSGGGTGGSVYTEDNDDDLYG
# NCF1 inh – p47phox (human) inhibition | p47phox/p22phox peptide binding, fluorescence polarization, 2 h | inhibition, % at 24.7 µM | AID 1274 | P14598 | 220,000 tested, 0.53% active;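 active = inhibition above about 30%, limit read from the data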;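 also: 0% = p47phox with labelled peptide and 100% = labelled peptide alone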
# Furin inhibitor – human furin inhibition | purified furin, fluorogenic substrate cleavage | inhibition, % at 30 µM | 220,000 tested, 0.061% active | AID 463115; in the data active = inhibition above about 25%; also: inactives centre near -15
# An asterisk follows results filed as active; i = inactive; · = no result given; [ ] = dose if it differs, or a comment. Outcome played no part in choosing rows; about 2.7% have a hit in one of these screens.
SMILES,RBBP9 inh,EBV gp42 block,Tb hexokinase,m-calpain inh,Runt-CBFb FRET,Runt-SMMHC FRET,p97 inhibitor,NCF1 inh,Furin inhibitor
Cc1cc(C)n(CC(=O)n2nc(C)cc2C)n1,-3,2,4,6,-1,-1,4,1,-17[20 µM]
CCn1c(=O)cc(SCC(=O)NCC2CCCO2)c2ccccc21 (centres undefined),-8,-9,-5,-21,0,2,0,-1,-2[20 µM]
C=CCn1c(COc2ccccc2F)nnc1SCCN1C(=O)c2ccccc2C1=O,1,-17,4,12,-1,-2,2,-14,-7
CC(=O)Nc1ccc(NC(=O)c2ccc(C)c(S(=O)(=O)Nc3cccc(C)c3)c2)cc1,-9,10,-5,-36,0,-3,3,-8,-19
COc1cccc(NC(=S)N2CCN(c3ccc([N+](=O)[O-])cc3)CC2)c1,5,-16,-7,-34,-1,-5,11,-6,-29
CCC1=C(OC(=O)N(CC)CC)N2C(=O)OC(=NCCOC)[C@]2(Cc2ccccc2)[C@H]2C1=CC[C@H]1C(=O)N(CC(=O)OC)C(=O)[C@H]12,·,-5,-14,-22,-3,-7,·,-13,-28
O=c1cc(-c2ccccc2Cl)oc2c(NS(=O)(=O)c3cccs3)ccc(O)c12,·,-12,-6,-27,-1,3,·,-9,-35
CC(C)N(C(=O)Cn1cc(SCC(N)=O)c2ccccc21)C(C)C,1,-4,2,5,-2,2,-2,-7,-24
CN1CCN(C(=O)Nc2cccc3ccccc23)CC1,-2,-4,-1,-36,-2,2,-3,-8,-8[20 µM]
CCOc1cccc(NC(=O)c2cccc(F)c2)c1,-4,-5,-2,-12,0,-4,2,-4,-6
Cc1sc2nc(SCC(=O)N3CCCCC3)[nH]c(=O)c2c1C,-3,-4,4,24,0,4,5,4,-18[20 µM]
COc1ccc(CN(CC2CCC(C(=O)O)CC2)C(=S)Nc2cc(Cl)ccc2OC)cc1 (centres undefined),-10,5,-2,21,0,5,-1,5,-7
CC(C)C(c1nnnn1Cc1ccccc1)N1CCC(C(N)=O)CC1 (centres undefined),-9,-2,3,-24,-2,4,5,-7,-30
O=C(NCc1ccc2c(c1)OCO2)c1ccc(S(=O)(=O)N2CCCCC2)cc1,-2,-7,-15,-17,-2,2,1,-7,-26[20 µM]
Cc1cc2c(ncn2C)c(NS(=O)(=O)c2cc(Cl)ccc2Cl)c1C,-9,0,3,23,0,4,2,-1,-19[20 µM]
COC(=O)CN1C(=O)C2(C(C#N)=C(N)Oc3n[nH]c(-c4cccs4)c32)c2ccccc21 (centres undefined),7,2,-7,3,0,-1,-7,5,-11[20 µM]
CCCCNC(=O)c1cc(-c2ccc(F)cc2)on1,1,-2,5,-5,-4,2,-4,1,-13[20 µM]
Cc1ccccc1C(=O)Nc1ccc(S(=O)(=O)Nc2onc(C)c2C)cc1,1,-10,-6,-10,0,-1,5,0,-14
O=C(Nc1ccccc1Sc1ccccc1)c1ccc(F)cc1,5,-11,6,33,-2,-5,-6,-12,-3
Cc1cc(C)c(S(=O)(=O)N2CCN=C2c2ccccc2)c(C)c1,-2,-10,-2,-3,-3,1,0,-4,-10
CN(c1cccc(NC(=O)COc2ccccc2)c1)S(C)(=O)=O,-5,-17,0,44,-1,-6,-3,-9,-14[20 µM]
CC(C)OCCCNC(=O)c1cccc(NC(=O)c2ccccc2)c1,1,-4,27,16,0,-6,5,-6,-1
O=C(O)C1CCC(N2C(=O)C3C4CCC(C4)C3C2=O)CC1 (centres undefined),6,-17,-2,1,1,1,-1,-4,-32
COc1cc(OC)cc(-c2nc3ccccc3c(=O)n2OC(=O)c2ccccc2C)c1,-3,-2,-1,-15,0,-1,4,-10,-23
O=C(c1cccs1)N1CCC(c2nc3ccccc3s2)CC1,-7,-9,2,-7,0,3,5,-5,-24
O=C(OCCOc1ccccc1)c1n[nH]c2ccccc12,-7,-15,2,18,-3,1,0,-15,-31
O=C(C1=NN[C@@H]2C(=O)N(c3ccccc3C(F)(F)F)C(=O)[C@H]12)c1ccc2ccccc2n1,-4,-3,-18,24,-1,4,-3,-11,11
Cc1c(N/C(=N/S(=O)(=O)c2ccc(Cl)cc2)c2ccccc2)c(=O)n(-c2ccccc2)n1C,-9,3,-5,15,-1,-3,-5,1,-4
Cc1ccccc1NC(=O)c1ccc(S(=O)(=O)N(C)C)cc1,-6,-2,-13,-3,-1,2,-11,-13,-15
O=S(=O)([O-])CCC[n+]1c(SCCCS(=O)(=O)O)sc2ccc(Cl)cc21,1,-12,26,-10,-9,-5,2,-5,-6
O=P(c1ccccc1)(c1ccccc1)c1nc(-c2ccc(Cl)cc2)oc1N1CCOCC1,7,-3,-9,-3,-4,-3,-1,-11,-27
COc1ccc(Cl)cc1C(=O)Nc1ccc2c(c1)OCO2,-10,-17,6,-16,0,-2,4,-5,-21
O=C(Cc1ccccc1)Nc1ccc2c(c1)C(=O)N(CC1CCCO1)C2=O (centres undefined),3,-5,-10,-204,1,-1,-1,-4,-17
O=C(c1ccc(Cl)s1)N1CCc2ccccc21,-5,-6,-6,-15,-1,-1,-3,-17,-16[20 µM]
Cc1ccc2c(c1)N(CC(=O)N1CCCCCC1)C(=O)CO2,-1,-5,5,-22,-2,3,3,-12,-29
CCOC(=O)c1cccc(NC(=O)/C=C/c2ccc3c(c2)OCO3)c1,-11,-5,-16,9,-4,2,-1,-10,-19
CCOC(=O)C1(CC2CC2)CCN(Cc2ccc3cccc(F)c3n2)CC1,-6,12,0,-15,-2,-1,-2,0,-25
O=C(CSc1nnc(CNC(=O)c2c(F)cccc2Cl)o1)Nc1ccccc1,4,16,-5,21,0,-2,3,1,-19[20 µM]
CCOC(=O)C1(C)NC(c2cc(OC)c(OC)c(OC)c2)C2C(=O)N(CC)C(=O)C21 (centres undefined),0,-19,8,-8,-1,5,-3,-15,-10
CCOC(=O)N1CCN(C(=O)c2ccc(C#CC3(O)CCCCC3)cc2)CC1,-4,-16,0,-35,0,0,-7,-15,-7[20 µM]
COc1ccccc1OCc1ccc(C(=O)OCC2CCCO2)o1 (centres undefined),-4,-6,3,-48,2,-2,-7,-1,-11[20 µM]
COc1ccc(-c2c3c(=O)n(C)c(=O)n(C)c3cn2Cc2cccnc2)cc1,-3,-9,-7,-30,0,3,4,-5,-24
O=C(Cn1nnc(-c2ccccc2F)n1)NCc1ccco1,-1,-17,0,-42,-2,-3,2,-4,-26
COc1cc(/C=N/NC(=O)COc2ccc(C)cc2)ccc1OC(=O)c1cccs1,-15,4,-5,4,0,4,7,-5,-12
CCCNc1nc(Cl)nc(NC(C)(C)C)n1,-4,-7,-3,-5,-2,0,-1,2,-16
CN(C)S(=O)(=O)c1cccc(NC(=O)COC(=O)c2cccn2C)c1,-2,-7,1,-18,-2,2,2,-6,-18
CC(C)(C)C(=O)NC(=S)Nc1sc2c(c1C(N)=O)CCC2,-2,-10,0,16,30,-10,6,-7,-13
COc1ccccc1N1CCN(C(=O)c2ccc(NC(C)=O)cc2)CC1,8,-4,-3,-16,-3,1,0,-15,-25
COc1cc(OC)c(C(=O)CCC(=O)O)cc1OC,-5,-22,20,1,1,-6,3,7,-3
COc1ccc(N(CC(=O)N2CCN(Cc3ccc4c(c3)OCO4)CC2)S(C)(=O)=O)cc1OC,-7,-6,-9,6,1,-7,-7,0,-7[20 µM]
CCOc1ccccc1NC(=O)CN1C(=O)C(=O)N(Cc2ccco2)C1=O,-5,1,-1,-63,1,-2,3,-7,-26
COc1ccc(-c2noc(-c3ccccc3C(=O)NCc3ccco3)n2)cc1,-5,-7,-9,-7,3,-1,-13,-10,-21[20 µM]
O=C(O)C(=O)/C(=C\c1ccc(Cl)cc1)c1ccc2ccccc2n1,-4,-28,-4,-158,39,96*,2,-7,-25
COc1ccc2cnn(Cc3ccccc3)c(=O)c2c1OC,-1,-1,-17,-21,3,2,4,-4,-27
COc1cccc(NC(=S)N(CCc2c(C)[nH]c3ccccc23)Cc2cccs2)c1,-1,0,0,-19,0,1,4,-14,-13
CS(=O)(=O)n1nc(-c2ccccc2)nc1NCc1ccco1,1,-16,6,-13,4,2,3,-15,-18[20 µM]
Cc1cc(Nc2ccccc2Cl)n2nnnc2n1,-7,-13,-4,21,1,-1,1,-5,-12[20 µM]
CCCCn1nc2cc(C(=O)NCc3ccco3)ccc2c1OCC,-7,-7,8,i,2,-2,-3,-1,-15[20 µM]
COc1cccc(C(c2nnnn2CC2CCCO2)N2CCN(C(=O)c3ccco3)CC2)c1OC (centres undefined),-1,8,0,-36,0,-4,3,0,-16
CCc1ccc(C(=O)COC(=O)CNC(=O)COc2ccccc2)cc1,-1,-22,6,10,-1,1,2,2,-18

# The last six entries of the section before lead into the next.
SMILES,RBBP9 inh,EBV gp42 block,Tb hexokinase,m-calpain inh,Runt-CBFb FRET,Runt-SMMHC FRET,p97 inhibitor,NCF1 inh,Furin inhibitor
COc1cccc(NC(=S)N(CCc2c(C)[nH]c3ccccc23)Cc2cccs2)c1,-1,0,0,-19,0,1,4,-14,-13
CS(=O)(=O)n1nc(-c2ccccc2)nc1NCc1ccco1,1,-16,6,-13,4,2,3,-15,-18[20 µM]
Cc1cc(Nc2ccccc2Cl)n2nnnc2n1,-7,-13,-4,21,1,-1,1,-5,-12[20 µM]
CCCCn1nc2cc(C(=O)NCc3ccco3)ccc2c1OCC,-7,-7,8,i,2,-2,-3,-1,-15[20 µM]
COc1cccc(C(c2nnnn2CC2CCCO2)N2CCN(C(=O)c3ccco3)CC2)c1OC (centres undefined),-1,8,0,-36,0,-4,3,0,-16
CCc1ccc(C(=O)COC(=O)CNC(=O)COc2ccccc2)cc1,-1,-22,6,10,-1,1,2,2,-18
Cc1cc(C)c(NC(=O)c2cn3c4c(c(N5CCN(C)CC5)c(F)cc4c2=O)OCC3C)c(C)c1 (centres undefined),0,-8,-16,-476,-2,-2,1,-3,-33
Cc1ccc(S(=O)(=O)CC(CN2CCOCC2)N2CCOCC2)cc1 (centres undefined),-3,7,8,19,0,2,0,-3,-23
Cc1nnc(SCC(=O)NCc2ccccc2)n1-c1ccccc1,-3,-13,25,-16,2,3,0,-5,-16[20 µM]
CCCC(=O)Nc1ccc(C(=O)N/N=C2\CC(=O)CC(C)(C)C2)cc1,-7,-25,-13,12,0,-2,5,-5,-15[20 µM]
Cc1ccc(NC(=O)CN(C)CC(=O)NC2CCCc3ccccc32)cc1 (centres undefined),-4,-23,-7,11,0,1,-1,-3,-23
COC(=O)CCCCCNC(=S)Nc1ccc2[nH]c(=O)[nH]c2c1,-2,-12,-4,-25,2,0,5,-11,-21
O=C(c1cccc(Cl)c1)N1CCCC(C(=O)N2CCCCCC2)C1 (centres undefined),-9,-5,4,6,-2,-6,4,-5,-19
Nn1c(Cc2ccccc2)nc2sc3c(c2c1=O)CCC3,-2,-7,-11,-17,0,1,-4,-11,-10
c1ccc(-c2cnnc(SCc3cn4cccnc4n3)n2)cc1,-4,-9,-12,-13,1,-2,-2,-5,1
O=c1c2ccccc2[nH]c(=S)n1-c1cccc(S(=O)(=O)N2CCCC2)c1,-8,-2,-5,-7,-1,0,7,-32,-18
CCOC(=O)N1CCN(C(=O)CN(c2cccc(C(F)(F)F)c2)S(C)(=O)=O)CC1,-2,-4,-5,-11,-3,3,0,-6,-31

# Bioassay records (PubChem)
